High-throughput results: PubChem BioAssay, National Center for Advancing Translational Sciences (NCATS)
RXFP1 antag = blocks the human relaxin receptor RXFP1; HEK293-RXFP1, relaxin-stimulated cAMP HTRF, 30 min; stronger effect = lower value; activity change, negative = inhibition, % at 57.5 µM; 0.59% of 350,000 active;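 active = activity change of -60% or lower, but not beyond a set lower limit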; also: % is scaled to controls: 0 for no effect and ±100 for the full control effect
TRHR ag = TRH receptor (human) agonism | P34981 | TRHR cells, calcium flux fluo-8, FDSS agonist mode | activation, % at 2 µM | 0.18% of 360,000 active; also: 0% is about no effect
Target sequence (P34981 whole entry, looked up): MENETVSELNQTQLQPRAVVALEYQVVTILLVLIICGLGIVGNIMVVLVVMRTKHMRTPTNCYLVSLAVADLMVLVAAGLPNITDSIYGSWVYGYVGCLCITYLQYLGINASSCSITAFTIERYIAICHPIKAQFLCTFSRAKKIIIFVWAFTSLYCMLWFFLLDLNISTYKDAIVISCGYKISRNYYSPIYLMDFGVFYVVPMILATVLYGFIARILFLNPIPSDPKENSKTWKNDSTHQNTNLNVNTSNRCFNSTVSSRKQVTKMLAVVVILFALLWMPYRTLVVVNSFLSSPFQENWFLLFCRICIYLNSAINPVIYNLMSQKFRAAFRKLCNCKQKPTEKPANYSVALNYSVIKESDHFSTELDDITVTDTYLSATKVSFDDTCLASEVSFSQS
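Steps: seed TRHR cells overnight; add fluo-8 no-wash Ca dye, RT 30 min–1.5 h; record 10 s baseline; pin-transfer compounds; monitor fluorescence 1 cycle/s for the agonist window. Calcium increases flag candidate agonists.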
D2 agonist = agonists of human D2 dopamine receptor; P14416; HEK293 T-REx D2 cells, calcium flux agonist mode; activation, % at 2 µM; 0.53% of 340,000 active; AID 485358;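 active = activation over 3 SD above normal in the single-dose calcium agonist read, cut at about 30% in these data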; also: 0% is about no effect
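Agonism scored from kinetic calcium signal (1 read/sec, 180 s) following compound pin transfer, after a 10 s baseline. Cells: HEK293 Trex line expressing inducible D2 receptor coupled to calcium, dye-loaded after overnight culture at 30 C.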
D1 agonist = activates the human D1 dopamine receptor; HEK293 T-REx D1 cells, calcium flux, agonist mode; activation, % at 2 µM; 1% of 360,000 active; also: 0% is about no effect
Target sequence (P21728 whole entry, looked up): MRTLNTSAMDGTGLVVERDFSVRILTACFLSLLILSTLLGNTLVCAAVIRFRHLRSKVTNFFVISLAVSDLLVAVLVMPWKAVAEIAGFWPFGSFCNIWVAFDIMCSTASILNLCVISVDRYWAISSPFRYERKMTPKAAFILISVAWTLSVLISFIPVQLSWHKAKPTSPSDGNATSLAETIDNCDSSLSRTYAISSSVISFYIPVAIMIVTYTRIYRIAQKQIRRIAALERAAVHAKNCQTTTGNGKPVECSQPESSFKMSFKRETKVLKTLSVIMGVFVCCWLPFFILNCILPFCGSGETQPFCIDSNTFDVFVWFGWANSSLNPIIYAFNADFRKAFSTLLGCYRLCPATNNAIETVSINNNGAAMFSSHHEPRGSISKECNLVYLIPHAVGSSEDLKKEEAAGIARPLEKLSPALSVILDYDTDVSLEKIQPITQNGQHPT
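Inducible HEK293 T-REx D1 cells, force-coupled to calcium signalling, were plated at 4000 cells/well with tetracycline and held overnight at 30 C. After no-wash calcium dye loading, compound-evoked calcium rise over 180 s flagged agonists.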
D1 PAM = enhances dopamine response at the human D1 receptor | HEK293 TREx D1 cells, calcium flux, dopamine EC20 potentiation | potentiation, % at 10 µM | P21728 | 0.036% of 360,000 active; in the data active = potentiation above about 30%; also: 0% is about no effect
D1 antag = antagonists of human D1 dopamine receptor; P21728; HEK293 TREx D1 cells, calcium flux, dopamine EC80; stronger effect = lower value; activity change, negative = inhibition, % at 10 µM; 3.2% of 360,000 active; in the data active = activity change below about -30%; also: % is scaled to controls: 0 for no effect and ±100 for the full control effect
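Using tetracycline-induced force-coupled D1 Hek293 cells and a calcium dye, signals were followed for 180 s after compound, then for 180 s after EC80 dopamine, to detect inhibitors.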
D2 antag = antagonizes the human D2 dopamine receptor; P14416; HEK293 TREx D2 cells, calcium flux, dopamine EC80; inhibition, % at 10 µM; 2% of 340,000 active; in the data active = inhibition above about 30%; also: 0% is about no effect
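Cells plated overnight at 30 C with tetracycline; no-wash calcium dye, 30–90 min RT; 10 s baseline; compound pinned; 180 s read; EC80 dopamine added; another 180 s read.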
TRHR PAM = TRH receptor (human) allosteric enhancement; AID 493056; TRHR cells, fluo-8 calcium fluorescence, EC20 TRH enhancement; 0.66% of 360,000 active; enhancement, % at 2 µM; P34981; in the data active = enhancement above about 30%; also: 0% is about no effect
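Enhancer read-out: after compound pinning and an initial kinetic agonist-mode read, an EC20 of TRH (10 nM final) was injected and fluo-8 calcium signal (Ex 480/Em 530) followed at 1 s/cycle for 100 cycles in TRHR-expressing cells.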
D2 PAM = positive allosteric modulators of human D2 dopamine receptor | P14416 | HEK293 T-REx D2, calcium flux, EC20 dopamine potentiation | potentiation, % at 10 µM | 0.34% of 340,000 active;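 active = potentiation over 3 SD above the plate norm, cut at about 30% in these data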; also: 0% is about no effect
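Calcium flux readout, no-wash dye, 1 read/s. Inducible HEK293 Trex D2 line, overnight 30 C. Compound alone 180 s (agonist flags), then EC20 dopamine, another 180 s to score potentiation.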
Active calls of the source: *; . = not tested or not shown. Rule as the data show it, unless noted: active = activation above about 30%; inactive = the rest. This is a random part of the collection (roughly 7.1% active in at least one column).

Structure	D1 PAM	D1 agonist	D2 PAM	D1 antag	TRHR PAM	D2 agonist	RXFP1 antag	TRHR ag	D2 antag
Cc1ccc(C(=O)NN(CCC(=O)NC(C)(C)C)C2=NS(=O)(=O)c3ccccc32)cc1	0	3	6	4	1	0.0	0	-0.6	-2
Cc1cc(C)c2cc(C#N)c(N3CCCN(C(=S)NCCCN(C)C)CC3)nc2c1	-9	8	.	-7	-1	.	-22	-0.1	.
CC(=O)c1cnc2nc(SCc3ccccc3C)nn2c1C	7	3	-5	17	0	0.9	3	-0.5	3
NS(=O)(=O)c1ccc(CCNC(=O)CNCCc2ccc(C(F)(F)F)cc2)cc1	0	0	0	7	2	0.6	4	0.7	-2
O=C(NCCN1CCOCC1)Nc1ccc(F)cc1	12	3	1	-4	4	-0.8	2	-0.1	-6
FC(F)(F)c1ccccc1Nc1nccs1	-1	1	-4	9	-1	-0.3	-8	0.3	1
O=C1c2ccccc2C(=O)N1CN(C(=O)c1ccccc1)c1ccc(O)cc1	1	0	21	-6	-8	-1.2	-1	-1.5	-6
FC(F)Oc1ccc(-c2csc(NNC3=NCCCCC3)n2)cc1	-2	-1	11	13	14	-0.2	-3	-0.8	-18
CCN(C(=O)[C@@H]1CCCN1C(=O)c1cccs1)c1nc2cc(Cl)ccc2s1	-6	2	13	-18	8	0.6	-14	0.0	2
COc1ccc(CCn2c3c(c(=O)[nH]c2=O)C(NC(=O)c2ccccc2F)(C(F)(F)F)C(=O)N3)cc1OC (centres undefined)	2	1	.	0	3	-0.5	-13	0.1	.
COc1ccc(OC)c(N(CC(=O)Nc2cccnc2)S(=O)(=O)c2ccc(OC)c(OC)c2)c1	-2	0	-3	-17	-6	0.9	-1	0.1	11
CC(NC(=O)COc1ccccc1)C(c1ccccc1)N1CCN(C)CC1 (centres undefined)	-7	7	-14	-17	1	0.9	-7	1.4	-4
CCOP(=O)(OCC)C(Nc1cccc([N+](=O)[O-])c1)c1ccccc1 (centres undefined)	0	1	-1	-11	3	0.2	-2	-2.0	5
CCOC(=O)c1cc(-c2ccc([N+](=O)[O-])cc2)nc2c1c(=O)[nH]c(=O)n2Cc1ccccc1	-1	1	-7	-3	0	-0.3	-12	0.3	9
Nc1nc2ccc(C(=O)N3CCCCC3)cc2s1	-6	0	0	-26	-3	0.5	-4	-0.1	51*
Cc1noc(NC(=O)c2ccccc2)c1C#N	5	10	9	-1	3	0.5	2	-1.0	9
COc1cccc(CNC(=O)CC2Sc3ccccc3NC2=O)c1 (centres undefined)	11	-3	6	31	2	-0.8	-4	-0.8	5
COC(=O)c1sc2nc(CN3CCOCC3)nc(N3CCOCC3)c2c1C	-3	0	-2	12	6	0.3	-4	0.7	-3
CCCn1c(N)c(C(=O)CN(C)CC(=O)Nc2ccc(F)cc2)c(=O)[nH]c1=O	-7	0	-5	3	-1	-0.7	0	0.5	-6
N=c1c(C(=O)NCC2CCCO2)cc2c(=O)n3ccccc3nc2n1Cc1ccco1 (centres undefined)	-3	2	-13	-8	-6	-0.6	6	-0.1	-2
COc1ccc(C2(C(=O)N3CCOCC3)CCCC2)cc1	-12	-1	-1	2	-1	0.2	0	-0.4	-5
CCN(C(=O)c1cc2c(s1)-c1ccccc1OC2)c1cc(Cl)ccc1OC	-3	5	-7	0	-5	0.7	-17	0.3	.
Cc1nc(SCC(=O)N2CCCc3ccccc32)c2oc3ccccc3c2n1	-10	-1	6	2	16	-1.9	-6	0.2	12
CCCCCCCCNC1=CC(=O)CC(C)(C)C1	5	8	2	15	-3	-0.8	-9	-0.7	13
COc1ccc(CN(C(=O)Cn2nnc(-c3ccc(C)o3)n2)C(C(=O)NCC2CCCO2)c2ccco2)cc1 (centres undefined)	-6	0	-12	-42*	-1	-0.3	-24	0.2	-5
COc1ccccc1-n1c(Cc2cccs2)n[nH]c1=S	0	0	1	6	-3	0.7	-8	1.2	-11
COc1ccc2c(c1)c(C(=O)CN1CCN(Cc3ccccc3)CC1)c(C)n2C	11	0	-13	8	2	-1.6	-18	-1.2	1
CN(Cc1cccc(F)c1)C(=O)Cc1ccc(S(=O)(=O)N2CCOCC2)s1	-5	4	-7	-25	-6	0.3	-1	0.2	19
COc1ccc(NC(=O)c2onc(C)c2Cl)cc1OC	.	2	.	2	10	.	.	-0.2	.
O=C(N/N=C/c1c[nH]c2ccccc12)c1ccccc1	-1	4	-6	-16	-4	1.0	-1	-0.4	-14
CCOC(=O)c1c(NC(=O)CN2C(=O)NC3(CCCCC3C)C2=O)sc(C)c1CC (centres undefined)	6	1	4	1	1	-0.3	0	-0.2	-4
COc1ccc(C2=NN(c3nc(C(=O)O)cs3)C(O)(C(F)(F)F)C2)c(OC)c1 (centres undefined)	1	0	3	2	2	1.8	-21	0.1	18
Cc1ccc(OCC(O)CNS(=O)(=O)c2ccccc2C(=O)N2CCCCC2)cc1 (centres undefined)	-4	3	8	6	2	0.9	0	-0.7	2
O=C(NCCc1ccccc1)C1CCCN1C(=O)Nc1cccc(Cl)c1 (centres undefined)	-6	-1	-20	-23	-4	-0.7	10	-0.4	26
CCOC(=O)N1CCN(CCC(=O)Nc2ccc(OC)cc2)CC1	0	4	-1	0	-1	0.9	-8	0.2	-18
COc1ccccc1/C=C/C(=O)NC(=S)Nc1ccccn1	-4	4	-4	3	1	-1.5	0	-2.1	0
Cn1c(SCC(=O)N2CCN(c3ccccc3)CC2)nnc1-c1cc2ccccc2o1	-3	1	21	0	3	0.0	6	-0.7	-34
CCCCOc1ccc(C(=O)Nc2cccc(-c3nc4cccnc4s3)c2)cc1	2	-1	5	2	5	2.1	10	-0.4	.
COC(=O)C(CCSC)NC(=O)c1cc2c(n(-c3ccc(Cl)cc3)c1=O)CCCC2=O (centres undefined)	-3	1	-12	8	7	-0.3	-15	-0.2	.
COc1ccccc1CN(C)C(=O)c1cc(-c2cc(OC)c(OC)c(OC)c2)nc2ccccc12	-8	1	.	-15	3	6.5	5	-0.7	3
CCN1C(C)=C(C)S/C1=C1\SC(=S)N(N)C1=O	0	3	0	4	19	-0.5	-12	0.0	18
OCCCNc1ncnc2c1cnn2-c1ccc(Cl)cc1	-11	16	-2	-36*	2	1.1	10	-1.4	5
CC1=C(C(=O)Nc2ccccc2C)C(c2ccccn2)n2ncnc2N1 (centres undefined)	-1	2	9	-8	-4	0.0	.	0.1	.
O=C(Nc1ncc(Cc2ccc(F)cc2)s1)c1ccc2c(c1)CC(c1ccccc1)OC2=O (centres undefined)	-1	6	9	-1	1	0.6	-7	0.6	.
CNC(=S)NNC(=O)c1sc2cc(C(F)(F)F)cnc2c1-c1cccnc1	3	5	6	-9	5	0.2	-10	0.6	12
CCC1(C)CC(CCN(Cc2ccco2)C(C)=O)(c2ccccc2)CCO1 (centres undefined)	9	-1	-7	-13	8	-1.6	-10	-0.6	-4
COC(=O)c1c(N)nc(C)n1-c1ccc(OC)cc1	41*	4	4	-14	0	-0.3	8	-0.2	3
CCOC(=O)c1sc2nc(CSc3ccccc3)nc(NCCN(C)C)c2c1C	-10	50*	10	-20	-12	1.2	1	-1.5	12
C/[N+]([O-])=C\C1C(=O)CCCC1=O	-5	1	-4	15	-1	0.1	-9	0.0	-10
O=C(Oc1ccc2c(-c3ccccc3)cc(=O)oc2c1)c1cccs1	-5	1	5	-3	-2	-0.8	3	0.2	-5
O=C(NC1CC1)C1=C[C@H](C2CCCCC2)C[C@H](OCCCCO)O1	-1	-1	-7	6	0	0.1	.	-0.5	17
O=c1[nH]c(Cc2cccs2)nc2scc(-c3ccc(Cl)cc3)c12	-2	1	0	1	0	-0.8	-18	0.3	10
COc1cn(CC(=O)Nc2c(C)cc(C)cc2C)c(CN2CCCCC2)cc1=O	-1	-1	-10	8	-6	0.0	0	0.0	.
CC(=O)COc1ccc2oc(=O)cc(-c3cc4ccccc4o3)c2c1	-3	1	4	7	-3	-0.2	18	1.3	-6
Cc1cccc(CNC(=O)CCCN2C(=O)COc3ccc(C)cc32)c1	-3	7	26	-4	6	-1.3	1	-1.3	.
NC(=O)C1CCN(C(=O)CCSCc2ccc(Cl)c(Cl)c2)CC1	0	2	10	6	4	-0.8	4	0.1	6
Cc1ccccc1-n1nc2c(c1NC(=O)C(C)(C)C)CS(=O)(=O)C2	2	0	8	5	0	.	3	0.5	.
CN(CC(=O)Nc1ccccc1C(=O)NC1CC1)Cc1ccc(N(C)C)cc1	.	6	13	29	12	0.3	4	-0.2	-17
CCCS(=O)(=O)c1ccc(COC(=O)c2cccc(NC(=O)C(C)C)c2)cc1	6	6	6	.	-6	-0.2	-17	-0.4	11
COCC(=O)Nc1ccc(F)cc1	10	6	0	-14	1	1.6	-2	1.1	8

Next section.
Structure	D1 PAM	D1 agonist	D2 PAM	D1 antag	TRHR PAM	D2 agonist	RXFP1 antag	TRHR ag	D2 antag
COCCOC(=O)c1[nH]c2c(c1C)C(=O)CC(c1ccc(OC)c(OC)c1)C2 (centres undefined)	-10	11	9	3	0	0.8	1	0.8	0
COc1ccccc1C(C)NCC(=O)NCc1ccc(C)cc1 (centres undefined)	0	2	-28	18	1	0.4	3	-0.6	37*
O=C(CNc1ccccc1F)Nc1cccc(S(=O)(=O)N2CCCCC2)c1	-3	8	0	-27	3	0.3	-5	0.1	-16
CCOc1cc([N+](=O)[O-])cc(/C=N/NC(=O)c2c(-c3ccccc3)noc2C)c1O	6	-1	0	-12	-5	-0.7	-6	0.7	-9
Cc1ccc2c(c1)C1CN(C)CCC1N2S(=O)(=O)c1cccc(C(F)(F)F)c1 (centres undefined)	-17	8	-1	-14	6	1.5	-19	2.1	-17
N#Cc1c(C(F)(F)F)cc(-c2ccccc2Cl)[nH]c1=O	2	4	2	2	3	0.6	-110*	0.1	44*
O=C(Nc1cccc(-c2cn3ccccc3n2)c1)c1ccccc1	0	1	-1	11	0	0.3	13	0.6	-2

Part of the list above, as labelled records.
Cc1ccc2c(c1)C1CN(C)CCC1N2S(=O)(=O)c1cccc(C(F)(F)F)c1 (centres undefined)
  D1 PAM: -17; D1 agonist: 8; D2 PAM: -1; D1 antag: -14; TRHR PAM: 6; D2 agonist: 1.5; RXFP1 antag: -19; TRHR ag: 2.1; D2 antag: -17

CCOc1cc([N+](=O)[O-])cc(/C=N/NC(=O)c2c(-c3ccccc3)noc2C)c1O
  D1 PAM: 6; D1 agonist: -1; D2 PAM: 0; D1 antag: -12; TRHR PAM: -5; D2 agonist: -0.7; RXFP1 antag: -6; TRHR ag: 0.7; D2 antag: -9

O=C(Nc1cccc(-c2cn3ccccc3n2)c1)c1ccccc1
  D1 PAM: 0; D1 agonist: 1; D2 PAM: -1; D1 antag: 11; TRHR PAM: 0; D2 agonist: 0.3; RXFP1 antag: 13; TRHR ag: 0.6; D2 antag: -2

COCCOC(=O)c1[nH]c2c(c1C)C(=O)CC(c1ccc(OC)c(OC)c1)C2 (centres undefined)
  D1 PAM: -10; D1 agonist: 11; D2 PAM: 9; D1 antag: 3; TRHR PAM: 0; D2 agonist: 0.8; RXFP1 antag: 1; TRHR ag: 0.8; D2 antag: 0
